Ba/F3 V617F tox: reduce viability of Ba/F3 cells dependent on JAK2V617F; inhibition, % at 5.6 µM; AID 1446; Ba/F3 EpoR-JAK2V617F viability, ATP luminescence; 220,000 compounds, 1.1% hits;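 active = inhibition above the campaign mean plus 3 SD over all tested compounds, cut at about 24% in these data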;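 note: cytokine-independent growth of Ba/F3 cells driven by EpoR plus mutant JAK2; 0% = DMSO-treated cells and 100% = JAK inhibitor I control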
NPY Y1 blocker: antagonists of human neuropeptide Y receptor Y1; inhibition, % at 3.6 µM; P25929; HEK293-CNG Y1 cells, membrane potential fluorescence; NPY at EC95, then isoproterenol; 200,000 compounds, 1% hits; AID 1040;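 active = inhibition above the campaign mean inhibition of all tested compounds plus 3 SD, cut at about 20% in these data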;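 note: 0% = DMSO wells given NPY plus isoproterenol and 100% = isoproterenol alone without NPY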
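Material: HEK293 cells with Y1 receptor plus CNG channel; times: compound incubation 1 h at room temperature, readout 45 min post-stimulation; signal: fluorescence, membrane potential probe; read-out basis: fluorescence ratio normalized to % inhibition between controls; benchmarks: full-block control isoproterenol-only wells, zero-block control NPY plus isoproterenol wells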
S1P4 antagonist: antagonists of human S1P4 receptor; O95977; S1P4-expressing cells, antagonist mode, reporter read-out; inhibition, % at 4.98 µM; 220,000 compounds, 0.26% hits; AID 1510; in the data active = inhibition above about 29%;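 note: 0% = wells stimulated with agonist and 100% = vehicle wells without agonist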
Target sequence (O95977 whole entry, looked up): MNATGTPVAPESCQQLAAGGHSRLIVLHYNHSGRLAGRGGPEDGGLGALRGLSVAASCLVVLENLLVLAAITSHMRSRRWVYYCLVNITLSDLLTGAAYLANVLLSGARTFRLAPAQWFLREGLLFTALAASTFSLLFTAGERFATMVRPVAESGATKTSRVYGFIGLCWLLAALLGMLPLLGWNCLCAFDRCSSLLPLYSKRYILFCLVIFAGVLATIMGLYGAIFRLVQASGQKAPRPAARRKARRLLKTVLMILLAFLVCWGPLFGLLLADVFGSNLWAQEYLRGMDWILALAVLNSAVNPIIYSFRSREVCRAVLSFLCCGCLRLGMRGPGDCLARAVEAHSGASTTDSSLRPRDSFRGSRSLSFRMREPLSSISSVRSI
Runt-CBFb FRET: blocks binding of human RUNX1 Runt domain to CBFb. Q01196+Q13951. Cerulean-Runt/Venus-CBFb FRET ratio 530/480, 1 h. inhibition, % at 20 µM. 220,000 compounds, 0.46% hits. AID 1496;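 active = inhibition over about 50% at 20 µM in the single-dose screen, limit read from the data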;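 note: 0% = DMSO wells and 100% = excess unlabeled CBFb competitor control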
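Buffer or medium: Tris pH 7.5 buffer with BSA. Assay system: Cerulean-labeled Runt domain protein. Amount: each fluorescent fusion protein 100 nM. Read-out basis: loss of energy transfer signal. Incubation: 1 h compound exposure, room temperature. Probe or stimulus: Venus-CBFb binding partner, 100 nM. Detection: FRET, excitation 422 nm, emission at 530 and 480 nm.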
NPY-Y1 PAM-ag: human NPY-Y1 potentiation or agonism, primary screen | NPY-Y1 expressing cells, potentiator/agonist activation | activation, % at 3.6 µM | 220,000 compounds, 0.37% hits; in the data active = activation above about 33%, passing the limit was not always enough;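 note: cells stimulated with NPY at EC10 then isoproterenol at EC100; 0% = low agonist plus stimulus and 100% = saturating agonist plus stimulus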
RBBP9 inhibitor: human RBBP9 hydrolase inhibition; O75884; recombinant RBBP9, FP-Rh probe fluorescence polarization; inhibition, % at 7.94 µM; 220,000 compounds, 0.2% hits;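 active = inhibition above the campaign mean of all tested compounds plus 3 SD, cut at about 14% in these data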;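 note: plate controls were DMSO wells with RBBP9 for no effect and wells lacking RBBP9 protein for full effect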
Target sequence (O75884 whole entry, looked up): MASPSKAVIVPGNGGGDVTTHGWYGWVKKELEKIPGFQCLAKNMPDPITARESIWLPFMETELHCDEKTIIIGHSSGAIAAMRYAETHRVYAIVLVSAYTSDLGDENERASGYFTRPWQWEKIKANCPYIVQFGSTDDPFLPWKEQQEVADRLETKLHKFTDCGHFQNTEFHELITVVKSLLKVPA
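System: RBBP9 protein | Quantity: 2.5 µM RBBP9 dispensing solution, before mixing | Reagent: FP-Rh probe, 375 nM dispensing solution | Timing: Enzyme-compound preincubation 30 min, then probe labeling 45 min, 25 °C | Measured by: Fluorescence polarization | Read-out: % inhibition | Replication: One well per compound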
BaF3 tox: counter-screen for JAK2V617F inhibitors: parental Ba/F3 viability inhibitors | inhibition, % at 5.6 µM | CellTiter-Glo ATP luminescence | 220,000 compounds, 1.1% hits;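 active = inhibition above a per-campaign cutoff, the mean inhibition of all tested compounds plus 3 SD, cut at about 27% in these data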;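 note: 0% = DMSO wells and 100% = JAK Inhibitor I control wells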
NPY-Y2 PAM-ag: human NPY-Y2 potentiation or agonism, primary screen; 220,000 compounds, 0.45% hits; AID 1359; cells expressing NPY-Y2, potentiator/agonist read-out; activation, % at 3.6 µM; P49146; in the data active = activation above about 27%;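 note: cells stimulated with NPY near EC25 plus isoproterenol at EC100; 0% = vehicle plus submaximal agonist and 100% = vehicle plus saturating agonist; some results beyond the cut were filed as inactive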
Target sequence (P49146 whole entry, looked up): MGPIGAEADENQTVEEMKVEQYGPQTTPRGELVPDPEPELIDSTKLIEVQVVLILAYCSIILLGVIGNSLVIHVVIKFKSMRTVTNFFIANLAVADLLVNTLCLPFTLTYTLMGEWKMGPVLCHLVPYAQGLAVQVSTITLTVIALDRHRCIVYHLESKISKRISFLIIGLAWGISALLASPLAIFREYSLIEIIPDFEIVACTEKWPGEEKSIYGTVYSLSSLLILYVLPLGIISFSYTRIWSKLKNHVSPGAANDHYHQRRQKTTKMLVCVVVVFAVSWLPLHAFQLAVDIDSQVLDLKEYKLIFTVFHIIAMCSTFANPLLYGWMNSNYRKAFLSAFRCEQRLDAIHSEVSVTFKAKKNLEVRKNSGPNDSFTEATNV
S1P4 agonist: agonists of human S1P4 receptor; 220,000 compounds, 0.35% hits; O95977; activation, % at 4.98 µM; S1P4-expressing cell line, agonist reporter assay; AID 1509; in the data active = activation above about 11%;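 note: 0% = DMSO vehicle and 100% = reference agonist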
An asterisk follows results filed as active; nt = not tested or not shown.

SMILES | Ba/F3 V617F tox | NPY Y1 blocker | S1P4 antagonist | Runt-CBFb FRET | NPY-Y1 PAM-ag | RBBP9 inhibitor | BaF3 tox | NPY-Y2 PAM-ag | S1P4 agonist
COc1ccccc1N(C1=NCCCS1)S(=O)(=O)c1ccc(C(C)(C)C)cc1 | 2 | 12 | -1 | 0 | 11 | 1 | 8 | -19 | 2.0
Cc1cc(NC(=O)c2cc3ccccc3o2)cc(C)c1OCC(=O)N1CCOCC1 | 3 | 4 | -24 | 1 | -4 | -7 | 5 | -67 | -1.0
COc1ccccc1NC(=O)CCSc1nnc(-c2ccco2)o1 | -1 | -1 | -20 | 0 | 18 | 7 | 5 | -8 | 0.4
CCOC(=O)c1cc2c(C)[nH]c(C)c2cc(C(=O)OCC)c1=O | 2 | 2 | -3 | -5 | -5 | -5 | -1 | -6 | 0.2
COc1cc(C(=O)O/N=C2\C=CC(=O)C(C)=C2)cc(OC)c1OC | 49* | -3 | 9 | 0 | -25 | -2 | 32* | -3 | -1.1
CSC(=NC#N)N1CCN(c2ccc([N+](=O)[O-])cc2)CC1 | -1 | -2 | 1 | 2 | 1 | 3 | 1 | -8 | -0.9
COc1ccc(CN2CC(=O)N(c3ccc(C)cc3C)C2=S)cc1OC | 4 | -4 | -6 | -1 | -6 | -14 | 3 | 0 | -1.2
COc1ccc([N+](=O)[O-])cc1NC(=O)CSc1ccc2ccccc2c1 | 7 | 9 | -8 | -1 | -6 | -6 | 9 | 5 | -1.3
COc1ccc(C2=NN(c3nc(C(=O)O)cs3)C(O)(C(F)(F)F)C2)c(OC)c1 (centres undefined) | -2 | -3 | -16 | 1 | -4 | 1 | 8 | 1 | -1.6
CCOC(=O)NC(=O)CSc1nc(C)cc(C)c1C#N | 2 | -1 | -19 | 3 | 11 | -9 | 10 | -4 | 0.8
CC12COC3(C(=O)Nc4ccc(F)cc4)CC1CCC32C (centres undefined) | -3 | 4 | -18 | 1 | -14 | -2 | 2 | -4 | 0.8
c1ccc(CC2CCN(c3nc(N4CCOCC4)nc(N4CCOCC4)n3)CC2)cc1 | 3 | 5 | -18 | nt | -16 | -9 | 0 | -13 | 3.8
COc1ccc(/C=N/NC(=O)c2cnccn2)cc1O | 1 | 11 | -8 | 6 | -13 | -5 | 6 | -6 | -1.2
CCN(C(=O)CSc1nc2nc(C)cc(C)n2n1)c1cccc(C)c1 | -4 | 1 | -12 | -1 | -27 | 4 | -3 | -6 | -3.1
COC(=O)c1ccc(C(=O)OC)c(NC(=S)N2CCCC(CO)C2)c1 (centres undefined) | 0 | 2 | -9 | 18 | 15 | -8 | 11 | -1 | 2.3
CC(C)NC(=O)COc1ccc(/C=N/NS(=O)(=O)c2ccccc2)cc1 | 0 | 0 | 4 | -2 | 20 | 5 | 6 | -5 | 1.1
CN(C(=O)c1ccccn1)c1nnc(-c2cccnc2)s1 | -2 | 2 | -8 | 82* | 10 | 2 | 5 | 11 | -0.9
COc1ccc(/C=N/NC(=O)c2ccc(Cn3cc([N+](=O)[O-])cn3)o2)cc1O | -3 | 0 | -22 | 2 | -4 | -3 | 2 | -1 | 0.3
Nc1n[nH]c(CO)n1 | -1 | nt | 11 | 2 | -2 | -5 | -3 | -4 | 0.7
FC(F)(F)c1cnc(/C=C/Nc2ccccc2Cl)c(Cl)c1 | 2 | 3 | -4 | 4 | -22 | -8 | 2 | -5 | 2.5
COc1ccc(C(=O)C2CCCN(Cc3ccc4nonc4c3)C2)cc1OC (centres undefined) | 4 | 1 | -12 | 0 | -10 | -7 | 0 | 0 | 1.0
Cc1ccc(CNC(=O)c2ccccc2SCC(=O)NCC2CCCCC2)cc1 | -3 | 0 | -17 | -2 | 3 | -4 | -1 | 0 | 1.9
COc1ccccc1NS(=O)(=O)c1ccc(O)c(C(=O)OCC(=O)Nc2ccccc2F)c1 | 4 | 10 | -10 | -2 | -11 | -2 | 0 | -20 | 0.8
CC1CC1C(=O)OCC(=O)Nc1ccc(N=Nc2ccccc2)cc1 (centres undefined) | 2 | 0 | -12 | -3 | 10 | -8 | 6 | 4 | 0.3
Cc1ccc(-c2csc(NC(=O)C[n+]3cc(-c4ccccc4)n4c3CCC4)n2)cc1 | -1 | nt | -17 | -2 | 41 | -4 | -1 | -2 | 0.4
CCN(CC)C(=O)c1[nH]cnc1C(=O)N[C@@H](C)C(=O)OC(C)(C)C | 3 | -5 | -1 | 0 | -12 | -6 | -3 | -13 | 0.2
Cc1ccc(-c2nc(C=Nc3ccc(O)cc3)c(O)o2)cc1 | 38* | -5 | 31* | -6 | 12 | 0 | 19 | 22 | -1.0
CC(C)C(C)NC(=O)COc1ccc(Sc2ccc(OCC(=O)NC(C)C(C)C)cc2)cc1 (centres undefined) | -1 | 12 | -14 | -8 | 10 | -5 | 2 | 0 | 4.2
Cc1ccc(C2=NN(C(=O)CCC(=O)O)C(c3cccs3)C2)cc1 (centres undefined) | 4 | nt | -1 | -1 | -3 | -11 | 3 | -3 | 0.3
Cc1ccc(C(=O)c2cc3c(cc2[N+](=O)[O-])OCCO3)cc1 | 4 | 3 | -21 | 3 | -17 | -1 | 6 | 6 | 0.6
CC(C)C(=O)NC(=S)Nc1ccccc1N1CCN(C(=O)c2ccccc2)CC1 | 3 | 8 | 3 | 0 | 6 | -7 | 5 | -4 | -0.8
Cc1csc(SCc2nnc(-c3ccc(Cl)cc3)o2)n1 | -5 | 9 | 0 | -1 | 3 | -2 | 3 | -5 | -2.0
COC(=O)c1cc2oc3ccccc3c2n1CC(=O)N1CCCc2ccccc21 | 1 | 2 | -2 | 0 | -10 | -5 | 5 | -9 | 0.4
N#Cc1cc(-c2ccccc2)oc1NC(=O)c1ccco1 | -1 | 0 | -6 | -2 | 9 | 2 | 1 | 10 | 2.6
CN(C)CCNC(=O)c1cc2sc3ccccc3c2s1 | 6 | 3 | -19 | 1 | -6 | -1 | 11 | -12 | -1.1
CCCC(=O)Nc1ccc(C(=O)n2ccc(C)n2)cc1 | 3 | 0 | 2 | 2 | -2 | -10 | 1 | 12 | 2.2
CCN(CC)C(=O)CN1C(=O)C2(OCC(C)(c3ccccc3)CO2)c2ccccc21 (centres undefined) | -1 | 0 | -14 | -2 | 16 | -3 | 4 | 9 | -0.9
Cc1ccc(/C=C/S(=O)(=O)N2CCC(C(=O)O)CC2)cc1 | 1 | 2 | -15 | -2 | -15 | -12 | 3 | -13 | 0.5
CCOc1cc(CNCCc2ccc(S(N)(=O)=O)cc2)cc(Cl)c1OCc1ccccc1 | 1 | 1 | -13 | 1 | -5 | -4 | 4 | 4 | 2.4
Cc1cc(C)cc(N(CC(=O)NC2CCCC2)S(=O)(=O)c2c(C)[nH]c(=O)[nH]c2=O)c1 | 0 | nt | 4 | 1 | -8 | -11 | 0 | 7 | 0.7
NC(=O)C1=C[C@H](c2coc3ccccc3c2=O)C[C@H](OCc2ccc(CO)cc2)O1 | 2 | 6 | 9 | 0 | -12 | -3 | -2 | 0 | -1.0
Oc1ccc(-c2[nH]ncc2-c2cccc3cccnc23)c(O)c1 | -3 | 0 | 1 | 0 | 13 | 2 | 3 | 16 | 2.2
COc1cc(OC)c2cc[nH]c2c1 | -4 | -3 | -10 | -2 | -2 | 0 | 0 | 13 | 2.1
COc1ccc(OC)c2c1C(=O)C(Cl)=C(Cl)C2=O | 66* | nt | 56* | 68* | 13 | 79* | -4 | -22 | 0.6
c1ccc(Cn2nnnc2-c2ccco2)cc1 | 0 | 4 | -14 | 0 | -3 | -3 | 2 | 1 | -2.1
CSCC[C@H](NC(=O)Nc1ccc(C)cc1C)C(=O)O | 2 | 0 | 5 | 0 | 5 | -7 | 5 | 8 | -0.6
Cc1c(-c2ccccc2)nc(N)c(C#N)c1-c1ccco1 | -2 | 3 | -10 | -42 | -9 | -9 | 4 | 1 | 3.0

In the list so far, these have a furan ring, fused or not:
SMILES | Ba/F3 V617F tox | NPY Y1 blocker | S1P4 antagonist | Runt-CBFb FRET | NPY-Y1 PAM-ag | RBBP9 inhibitor | BaF3 tox | NPY-Y2 PAM-ag | S1P4 agonist
Cc1cc(NC(=O)c2cc3ccccc3o2)cc(C)c1OCC(=O)N1CCOCC1 | 3 | 4 | -24 | 1 | -4 | -7 | 5 | -67 | -1.0
COc1ccccc1NC(=O)CCSc1nnc(-c2ccco2)o1 | -1 | -1 | -20 | 0 | 18 | 7 | 5 | -8 | 0.4
COc1ccc(/C=N/NC(=O)c2ccc(Cn3cc([N+](=O)[O-])cn3)o2)cc1O | -3 | 0 | -22 | 2 | -4 | -3 | 2 | -1 | 0.3
COC(=O)c1cc2oc3ccccc3c2n1CC(=O)N1CCCc2ccccc21 | 1 | 2 | -2 | 0 | -10 | -5 | 5 | -9 | 0.4
N#Cc1cc(-c2ccccc2)oc1NC(=O)c1ccco1 | -1 | 0 | -6 | -2 | 9 | 2 | 1 | 10 | 2.6
c1ccc(Cn2nnnc2-c2ccco2)cc1 | 0 | 4 | -14 | 0 | -3 | -3 | 2 | 1 | -2.1
Cc1c(-c2ccccc2)nc(N)c(C#N)c1-c1ccco1 | -2 | 3 | -10 | -42 | -9 | -9 | 4 | 1 | 3.0

Bioassay records: PubChem, several laboratories
